12-LOX inh = ALOX12 (human) lipoxygenase inhibition. purified 12hLO, xylenol orange hydroperoxide absorbance. hit rate 1.1% among 580,000. P18054. AID 1671190. Potency, µM (doses to about 108 µM), for inactives: top-dose activity change, negative = inhibition, usual class: inhibitors; note: % is set by controls: 0 for no effect and ±100 for the full control effect
Target sequence (P18054 whole entry, looked up): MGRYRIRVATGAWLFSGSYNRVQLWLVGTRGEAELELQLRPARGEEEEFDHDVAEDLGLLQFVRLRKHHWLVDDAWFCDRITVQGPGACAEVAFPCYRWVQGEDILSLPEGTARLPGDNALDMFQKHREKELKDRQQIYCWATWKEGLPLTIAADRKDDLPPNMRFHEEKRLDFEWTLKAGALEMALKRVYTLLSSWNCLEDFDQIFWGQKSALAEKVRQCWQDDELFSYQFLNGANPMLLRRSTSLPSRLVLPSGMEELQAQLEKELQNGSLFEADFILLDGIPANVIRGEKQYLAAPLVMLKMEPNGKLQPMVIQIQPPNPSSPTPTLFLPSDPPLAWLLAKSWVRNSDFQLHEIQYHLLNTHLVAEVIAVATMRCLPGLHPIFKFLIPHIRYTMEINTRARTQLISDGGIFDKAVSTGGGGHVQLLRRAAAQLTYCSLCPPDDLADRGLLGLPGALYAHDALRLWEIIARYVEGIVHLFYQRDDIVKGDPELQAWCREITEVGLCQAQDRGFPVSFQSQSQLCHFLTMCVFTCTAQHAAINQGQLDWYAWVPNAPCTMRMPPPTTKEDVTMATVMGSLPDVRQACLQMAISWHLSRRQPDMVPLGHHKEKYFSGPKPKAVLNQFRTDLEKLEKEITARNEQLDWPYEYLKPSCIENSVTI
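Hydroperoxide product was detected by ferrous iron/xylenol orange as the 573 to 405 nm absorbance ratio. Arachidonic acid at 40 uM (final) was turned over for 30 min at room temperature by 150 nM human 12hLO, pH 7.0 Hepes buffer, after 15 min compound preincubation.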
JMJD2A Tudor inh = inhibitors of human JMJD2A Tudor domain; O75164; AlphaScreen JMJD2A-Tudor / H3K4me3 peptide binding; Potency, µM (titrated, usually from 114 µM), for inactives: at the highest dose activity change, negative = inhibition, most hits filed as inhibitors; hit rate 4.4% among 390,000; note: % is set by controls: 0 for no effect and ±100 for the full control effect; nearly all actives have a fitted effect of over 50% in size
GLS inh = glutaminase GLS (human) inhibition. O94925. GLS enzymatic activity, qHTS titration. Potency, µM (series often up to 45.5 µM), for inactives: at the top dose activity change, negative = inhibition, usual class: inhibitors. hit rate 0.21% among 410,000. AID 624170; note: % is set by controls: 0 for no effect and ±100 for the full control effect
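hKGA in 45 mM KH2PO4 (pH 8.2), 0.02% Tween-20 with compound, then 1mM L-Glutamine (stock as added) plus glutamate oxidase/HRP/Amplex red coupling mix. Fluorescence read initially and after 30 min at RT; signal change reflects glutamate formation.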
Pin1 inhibitor = inhibitors of human Pin1 | Q13526 | Pin1 FP peptide displacement, HiFluor488, 10 min | Potency, µM (doses to about 115 µM), inactives show at the top dose activity, negative = inhibition, hits mostly inhibitors | hit rate 0.009% among 390,000; active = well fitted inhibition curve with a large enough effect in the polarisation, with a control signal flat, not every such curve was filed as active; inconclusive = small, poorly fitted or top-dose-only effect, or effect the other way, or a change in a side signal; inactive = no such curve, though single readings can be large or run the other way; the % refers to the polarisation; note: % is set by controls: 0 for no effect and ±100 for the full control effect
Target sequence (Q13526 whole entry, looked up): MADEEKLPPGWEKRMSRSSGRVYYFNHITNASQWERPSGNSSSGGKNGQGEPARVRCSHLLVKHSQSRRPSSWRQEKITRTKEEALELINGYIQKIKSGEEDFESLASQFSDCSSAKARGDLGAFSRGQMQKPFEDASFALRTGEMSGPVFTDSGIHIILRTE
TrxR1 inh = inhibitors of rat thioredoxin reductase 1. O89049. recombinant rTrxR1, NADPH fluorescence consumption, selenite substrate. Potency, µM (doses to about 114 µM), for inactives: at the highest dose activity change, negative = inhibition, actives largely listed as inhibitors. hit rate 1% among 390,000. AID 588453; note: % is set by controls: 0 for no effect and ±100 for the full control effect; nearly all actives have a fitted effect of over 65% in size
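Rat TrxR1 (90 nM in the dispensed reagent) was pre-reduced with 400 uM NADPH for 5 min at room temperature, then incubated with compound for 15 min. After 400 uM selenite was added, NADPH fluorescence (Ex 340/Em 450 nm) was followed for 8 min.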
PGK inhibitor = T. brucei PGK inhibition; P07378; PGK/GAPDH coupled, Kinase-Glo luminescence, 60 min; Potency, µM (series often up to 57.5 µM), inactives show at the top dose activity change, negative = inhibition, actives largely listed as inhibitors; hit rate 0.043% among 380,000; note: % is set by controls: 0 for no effect and ±100 for the full control effect; nearly all actives have a fitted effect of over 60% in size
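Luminescent ATP detection (Kinase-Glo Plus) follows a 60-minute room-temperature incubation, with wells lacking PGK as controls. Buffer: 100 mM TEA (pH 7.6), 5 mM MgCl2, 0.01% Tween-20. Coupling enzyme GAPDH (100 nM final) supplies unstable 1,3-BPG in-well.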
RGS4 inh = human RGS4 inhibition; P49798; Transcreener GDP fluorescence polarization, RGS4-accelerated GTP hydrolysis; Potency, µM (highest dose often 114 µM), for the others: at the highest dose activity change, negative = inhibition, actives largely listed as inhibitors; hit rate 0.039% among 390,000; note: % is set by controls: 0 for no effect and ±100 for the full control effect; nearly all actives have a fitted effect of over 75% in size; some results filed as inactive show a strong effect at the top dose
Target sequence (P49798 whole entry, looked up): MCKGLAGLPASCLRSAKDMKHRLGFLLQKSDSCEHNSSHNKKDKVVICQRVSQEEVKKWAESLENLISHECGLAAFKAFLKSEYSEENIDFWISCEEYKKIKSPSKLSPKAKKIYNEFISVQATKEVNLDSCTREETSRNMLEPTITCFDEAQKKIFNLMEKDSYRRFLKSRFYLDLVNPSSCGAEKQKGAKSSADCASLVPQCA
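MLSMR compounds (23 nl, pin-transferred) preincubated 10 min at room temperature with a 500nM (2x) first reagent, then RGS4 at 900nM (2x) plus Transcreener GDP mix added; fluorescence polarization (620/688 nm) read before and after 90 min at 30 °C.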
HP1b binding inh = inhibitors of HP1-beta chromodomain binding to methylated histone tails; P83916; Potency, µM (doses to about 114 µM), for inactives: top-dose activity change, negative = inhibition, actives largely listed as inhibitors; AID 540317; AlphaScreen HP1-beta / biotin-H3K9me3 peptide binding; hit rate 0.56% among 390,000; note: nearly all actives have a fitted effect of over 70% in size; inactives centre near 23
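Compound inhibition of the preformed complex between 50 nM HP1-beta and 50 nM biotinylated H3K9me3 peptide was read by AlphaScreen. Buffer was PBS pH 7.4 with 0.01% Tween-20. Incubations ran 30 min at room temperature, with 10 ug/mL donor/acceptor beads.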
ERG-DNA inh = ERG Ets/DNA interaction inhibition; P11308; fluorescence polarization, His-ERG Ets domain / labelled DNA; Potency, µM (titrated, usually from 76.9 µM), without a hit: at the top dose FP activity, negative = inhibition, actives largely listed as inhibitors; hit rate 0.028% among 370,000; active = well fitted inhibition curve with a large enough effect in the polarisation, with a control signal flat; inconclusive = small, poorly fitted or top-dose-only effect, or effect the other way, or a change in a side signal; inactive = no such curve, though single readings can be large or run the other way; the % refers to the polarisation;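 note: polarization taken with two DNA probes labelled with fluorescein and Texas red; % of control where 0% means no effect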
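His-tagged ERG Ets domain (1 uM in the protein solution; 300mM KCl, 50mM Tris-HCl, 1mM EDTA, 1mM DTT, pH 7.5) received compound, then a probe mix of 5 nM fluorescein-DNA and 100nM Texas-615-DNA. Fluorescence polarization was read for both dyes.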
* hit, by the source's call; i = inactive; ? = inconclusive; nt = not tested or not shown; [ ] = dose if it differs, or a comment. Unless noted, calls come from the whole dose curve; as a rule, active = well fitted curve in the direction sought with a large enough effect; inconclusive = small, poorly fitted or top-dose-only effect, or another doubt; inactive = no such curve, though single readings can be large; an effect the other way counts as inactive or inconclusive. Potency is the fitted concentration of half-maximal effect.

SMILES	12-LOX inh	JMJD2A Tudor inh	GLS inh	Pin1 inhibitor	TrxR1 inh	PGK inhibitor	RGS4 inh	HP1b binding inh	ERG-DNA inh
C=CCN1C(=O)C2(OCCCO2)c2ccccc21	?	7%	-21%	1%	12%[57.1 µM]	-1%	12%	26%	-18%
O=C(Nc1nc2c(F)cc(F)cc2s1)C1CC(=O)N(Cc2ccco2)C1 (stereo unspecified)	?	-7%[11.4 µM]	-13%	1%	50µM*	-9%	-14%[11.4 µM]	-38%	8%
COc1cc2c(cc1OC)/C(=C/C(=O)c1ccc(F)cc1)NCC2	-12%	?	-5%	1%	4%[57.1 µM]	-7%	11%	-30%	-15%
COc1ccc(Nc2nnc(SCc3cc(=O)n4ccsc4n3)s2)cc1	?	22µM*	10%	?	0%	i	-25%	-2%	-6%
CCOC(=O)C1=C(C)NC(C)=C(C(=O)OCC)C1C(=O)OCC(=O)N(C)C	8%	4%	0%	5%	9%	1%	1%	10%	0%
CCc1ccccc1Nc1nc(N)nc(CSc2nnc3ccccn23)n1	0%	-16%	-10%	2%	5%	i	-5%	73%[activator]	15%
NS(=O)(=O)c1ccc(CCNC(=O)CSc2nc3ccsc3c(=O)n2C2CC2)cc1	0%	1%	0%	-9%	0%	-1%	-38%	43%[activator]	-15%
O=C(CSc1nc2cc(S(=O)(=O)N3CCOCC3)ccc2o1)NC1CCCc2ccccc21 (stereo unspecified)	1%	50µM*	88%[activator]	4%	-4%	-4%	?	-36%	-8%
CC(NCc1cccc(S(=O)(=O)N(C)C)c1)c1ccc(F)cc1 (stereo unspecified)	-2%	22µM*	7%	-12%	-13%	-3%	36%	-32%	-3%
CC1CN=C(N(C(=O)Nc2ccccc2)C(C)C)S1 (stereo unspecified)	1%	28%[57.1 µM]	6%	8%	18%[57.1 µM]	-4%	10%[11.4 µM]	18%	1%
COc1ccc(C(=O)N/C(=C\c2ccccc2)C(=O)NC(CCSC)C(=O)O)cc1 (stereo unspecified)	0%	-2%	19%	-16%	-10%	2%	14%	44%	-3%
CN(CCN(C)C(=O)c1[nH]cnc1C(=O)Nc1ccccc1)C(=O)c1[nH]cnc1C(=O)Nc1ccccc1	12%	-24%	1%	13%	-4%[57.1 µM]	-8%	-9%	37%	1%
COc1ccc(OCCCN2CCCC(C)C2)cc1 (stereo unspecified)	?	-22%[57.1 µM]	1%	-7%	-58%	i	10%[11.4 µM]	?	2%
COc1cccc(OCc2cc(C(=O)N(Cc3ccccc3)CC3CC3)no2)c1	0%	109%[activator]	0%	-2%	35%	-3%	11%	103%[activator]	-3%
Cc1ccc(CN2CCN(C3CCN(C(=O)c4ccc(C)cc4)CC3)C(=O)C2=O)cc1	-23%	-15%	-5%	-5%	18%[57.1 µM]	-2%	-5%	10%	1%
O=C(NNS(=O)(=O)c1ccccc1)c1ccc(F)cc1	?	?	6%	-5%	4%[57.1 µM]	0%	-13%	50%[activator]	-2%
O=C1[C@H]2[C@@H](c3ccc(F)cc3)N3C(=O)N(c4cccc(F)c4)C(=O)[C@@]3(Cc3ccc(Cl)cc3)[C@H]2C(=O)N1C1CCCCC1	4%	-22%	0%	-2%	22%	1%	-7%	25%	-1%
CC(C)N1CCC(NC(=O)Nc2ccc3c(c2)OCO3)CC1	-5%	?	4%	1%	9%[57.1 µM]	0%	-15%	19%	-5%
CCN(CC(=O)Nc1c(F)cccc1F)C(=O)/C=C/c1ccc(S(=O)(=O)N2CCCCCC2)cc1	-5%	-10%	1%	3%	-13%	5%	-20%	19%	-5%
Cc1cc(C(=O)CSc2nnc(N)s2)c(C)n1Cc1ccco1	0%	-6%	-4%	2%	7%[57.1 µM]	1%	-5%	9%	-11%
COc1cccc(-c2cc3nc(-c4ccccc4)cc(N4CCC5(CC4)OCCO5)n3n2)c1	3%[57.4 µM]	35%[activator]	1%	32%[activator]	392%[activator]	-9%	-13%	130%[activator]	nt
CC(C)Oc1ccccc1/C=N/NC(=O)c1ccc(F)cc1	1%	-10%	9%	-2%	0%	0%	21%	24%	nt
CCc1cccc(NC(=O)Cn2ncc3c([nH]c4ccc(C)cc43)c2=O)c1	-29%	0%	2%	2%	21%	-7%	-11%	41%[activator]	-3%
Cc1ccc(-c2noc(CN(C(=O)Cc3ccccc3)C(C)C)n2)cc1	-4%	9%	-1%	-4%	0%	-5%	-14%	46%[activator]	-3%
Cc1ccccc1N(CC(=O)NC1CCCCC1)C(=O)CCC(=O)Nc1nccs1	-6%	-15%	7%	3%	-3%[57.1 µM]	-4%	-7%	-13%	2%
Additional results
SMILES	12-LOX inh	JMJD2A Tudor inh	GLS inh	Pin1 inhibitor	TrxR1 inh	PGK inhibitor	RGS4 inh	HP1b binding inh	ERG-DNA inh
O=C(c1ccccc1F)N1CCN(S(=O)(=O)c2ccc(S(=O)(=O)N3CCCCCC3)cc2)CC1	7%	-16%	-4%	-6%	20%	-5%	19%	0%	-24%
CS(=O)(=O)c1ccc(Cl)c(NC(=O)COC(=O)CCc2c[nH]c3ccccc23)c1	-16%	-32%	-2%	-3%	-9%	-3%	-22%	5%	-16%
Cc1onc(-c2ccccc2)c1-c1n[nH]c(=S)n1-c1ccccc1	-29%	63µM*	2%	1%	-19%	-1%	-41%	-21%	-4%
CCC(=O)c1c[nH]c(C(=O)NCCc2ccccn2)c1	-6%	4%	0%	-5%	17%[57.1 µM]	-2%	12%	36%	-1%
C=CCN1C=C2C(=O)C(C)(OC(=O)CC)C(=O)C=C2C=C1CCCC (stereo unspecified)	-2%	-16%	5%	?	-1%[57.1 µM]	-3%	-7%	16%	5%
COc1cc(CCC(=O)OCC(=O)Nc2ccc(C)cc2Br)cc(OC)c1OC	-11%	1%	-4%	25%	15%	0%	-25%	26%	7%
CCOc1ccc(-n2c(Cc3cc(=O)[nH]c(=O)[nH]3)nnc2SCC(=O)NC2CCCC2)cc1	?	9%	-4%	-15%	32%[activator]	-16%	3%	23%	19%
NS(=O)(=O)c1ccc(N2N=C(c3ccccc3)CC2c2cccc(F)c2)cc1 (stereo unspecified)	-29%	35%	2%	?	39%[activator]	3%	-19%	54%[activator]	1%
CC(=O)Nc1ccc(N(CC(=O)NC2CCCC2)C(=O)CCC(=O)Nc2cc(C)on2)cc1	-8%	3%	-3%	-4%	-5%	-6%	-38%	13%	2%
O=C1CCCC/C=C\C[C@H](CC(=O)N(CCO)Cc2ccccc2)C(=O)NC[C@H](c2ccccc2)O1	0%	-13%	-3%	1%	5%	-1%	18%	22%	-4%
Cc1ccc(N2CC(C(=O)N3CCC(C(=O)Nc4cccc(Br)c4)CC3)CC2=O)cc1 (stereo unspecified)	4%	-11%	-6%	-4%	-5%[57.1 µM]	-1%	11%	27%	6%
COc1cc(OC)cc(C(=O)N2CCN(c3ccc(N4CCOCC4)nn3)CC2)c1	-2%	-22%	-5%	-3%	21%[57.1 µM]	-6%	-5%	23%	22%
CC1CCN(C(=O)CCNS(=O)(=O)c2ccccc2)CC1	0%	-24%	-3%	-1%	-7%	-2%	42%	34%	-2%
O=C(NCCCn1ccnc1)/C(=C\c1ccco1)NC(=O)c1ccco1	-3%	-6%	10%	-6%	21%	-10%	10%[11.4 µM]	36%	3%
COc1ccc(NC(=O)CC2Oc3ccccc3NC2=O)c(OC)c1 (stereo unspecified)	63%[activator]	-2%	0%	-10%	18%	-7%	-9%[56.9 µM]	56%[activator]	-7%
CCOC(=O)Nc1ccc(C(=O)NCC2CCCO2)cc1 (stereo unspecified)	1%[57.4 µM]	-2%[11.4 µM]	3%	-2%	2%	7%	15%[11.4 µM]	50%[activator]	-6%
O=C(OCCN1CCCC1)C1(c2ccccc2)CCCC1	?	-10%	4%	6%	2%	-5%	-29%	41%[activator]	13%
N#CC1=C(N)NC(SCC(=O)c2ccc(Cl)cc2)=C(C#N)C12CCCC2	?	-31%	7%	13%	-1%	-1%[11.5 µM]	-30%	-3%	nt
C=CCC1NS(=O)(=O)OC(CCCC)C1O (stereo unspecified)	5%	-3%	-12%	-2%	26%[57.1 µM]	-11%	-9%	41%[activator]	-8%
O=C1CC(c2ccccc2C(F)(F)F)c2c(c3ccccc3[nH]c2=O)O1 (stereo unspecified)	-9%	-5%	6%	0%	34%[11.4 µM]	-4%	-1%	39%	-6%
COC(=O)Nc1ccc(OCc2ccccc2)cc1	13%	6%	-4%	-6%	15%[57.1 µM]	-9%	-12%	15%	0%
CCOc1ccc(S(=O)(=O)NCc2ccco2)c2ccccc12	-29%	-26%	1%	?	-21%	nt	1%	-4%	-8%
COc1ccc(Br)c(C(=O)Nn2c(C)nc3ccccc3c2=O)c1	10%	-13%	19%	-1%	22%	-7%	-9%	18%	nt

Only part of the results is shown (hit frequency here may not be typical).
